PAX8 inh HTS = lowers PAX8-driven luciferase in RMG-I cells; 360,000 compounds, 1.2% hits; RMG-I TPO-luciferase reporter, SteadyGlo, 24 h; AID 652154; inhibition, % at 12.6 µM;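 active means mean replicate inhibition at least 60% with every replicate also reaching 60%; inconclusive means only one of the two criteria is met; inactive means mean below 60% and not all replicates reaching 60%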;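 further: luciferase light reporting Pax8 driven TPO promoter activity; plate controls were median of neutral control wells for no effect and mitoxantrone controls for full effect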
LGR2 antag = inhibitors of bursicon-induced Drosophila LGR2 receptor cAMP signaling | inhibition, % at 9.99 µM | HEK293 LGR2, CRE-luciferase, bursicon-stimulated, 4 h | 380,000 compounds, 0.35% hits | AID 720647;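 active means drop in luminescence signal, shown as inhibition above about 50% in the replicate tests, limit read from the data, passing the limit was not always enough; inconclusive means probably only some replicates passing the limit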;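 further: agonist challenge used bursicon conditioned medium at about half maximal strength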
EWS-Fli inh = blocks EWS/Fli oncoprotein-driven transcription; A673 NR0B1-luciferase reporter, viability-normalised; inhibition, % at 12.6 µM; 350,000 compounds, 0.67% hits;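 active means mean inhibition of at least 50% after viability correction, with every replicate also passing that limit; inconclusive means mean reaches 50% but only one of two replicates passes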;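 further: firefly luciferase signal divided by Alamar Blue viability fluorescence both relative to DMSO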
DENV2 CPE rescue = DENV2-induced cell death inhibition; DENV2-infected cells, cytopathic effect rescue, plate reader; CPE inhibition, % at 9.99 µM; 350,000 compounds, 1.7% hits; AID 651640; in the data active means CPE inhibition above about 20%, passing the limit was not always enough; inconclusive means no clear call, values can overlap the other calls; tested in BHK-21 cells;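 further: 0% = median of neutral control wells and 100% = median of positive control wells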
SIRT5 inh = inhibitors of human sirtuin-5 desuccinylase. inhibition, % at 15 µM. Q9NXA8. Purified SirT5, succinyl-peptide AMC, trypsin-coupled fluorescence. 330,000 compounds, 1.1% hits; in the data active means inhibition above about 15%; inconclusive means no clear call, values can overlap the other calls
Target sequence (Q9NXA8 whole entry, looked up): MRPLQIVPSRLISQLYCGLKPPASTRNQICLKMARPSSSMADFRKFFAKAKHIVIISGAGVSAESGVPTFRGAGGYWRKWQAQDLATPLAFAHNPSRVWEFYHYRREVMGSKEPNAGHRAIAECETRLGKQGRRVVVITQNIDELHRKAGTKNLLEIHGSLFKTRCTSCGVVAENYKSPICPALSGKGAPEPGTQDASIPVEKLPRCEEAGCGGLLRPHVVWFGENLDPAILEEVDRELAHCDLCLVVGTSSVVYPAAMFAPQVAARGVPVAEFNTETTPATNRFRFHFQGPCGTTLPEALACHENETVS
CASP6 VEID inh = inhibitors of human caspase-6; purified caspase-6, Z-VEID-R110 cleavage fluorescence; inhibition, % at 12.5 µM; P55212; 350,000 compounds, 0.53% hits;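 active means mean inhibition across replicates at least about 35%, with every replicate also reaching that limit, limit read from the data; inconclusive means only one of the two criteria met; inactive means neither criterion met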;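 further: 0% = median of neutral control wells and 100% = no fluorescence left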
Target sequence (P55212 24-179 limits assumed): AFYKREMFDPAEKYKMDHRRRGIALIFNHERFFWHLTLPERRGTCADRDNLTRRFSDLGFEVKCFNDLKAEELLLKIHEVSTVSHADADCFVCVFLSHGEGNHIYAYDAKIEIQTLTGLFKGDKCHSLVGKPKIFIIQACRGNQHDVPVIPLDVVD
Target sequence (P55212 194-293 limits assumed): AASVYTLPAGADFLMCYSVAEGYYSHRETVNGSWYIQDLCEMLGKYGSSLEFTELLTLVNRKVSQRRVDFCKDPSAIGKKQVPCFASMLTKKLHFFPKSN
ARNT-TACC3 inh = ARNT/TACC3 interaction disruption; Q9Y6A5; AlphaScreen His-ARNT PAS-B/GST-TACC3 binding, luminescence; TACC3 fragment carries E629A point mutation; inhibition, % at 9.99 µM; 390,000 compounds, 0.66% hits;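 active means mean inhibition of replicates at least 50% and at least half of replicates each reaching 50%; inconclusive means half or more replicates reach 50% but mean below 50%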;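 further: 0% = complete ARNT plus TACC3 wells and 100% = ARNT alone without TACC3; many hits fall short of the cut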
An asterisk follows results filed as active; ? = inconclusive; nt = not tested or not shown. No enrichment for hits (roughly 4.9% active in at least one column).

compound,DENV2 CPE rescue,ARNT-TACC3 inh,PAX8 inh HTS,CASP6 VEID inh,EWS-Fli inh,SIRT5 inh,LGR2 antag
COc1ccccc1OC1OC2COC(c3ccco3)OC2C(O)C1NC(C)=O (centres undefined),2,-6,5,-1,-8,-1,-6
O=C(CSc1nnc(-c2ccccc2F)o1)Nc1ccc(N2CCOCC2)cc1,15,0,-23,-2,-24,15,-7
Cc1cc(C)n(CC(=O)NC2CCCN(Cc3ccc(Cl)cc3)C2)n1 (centres undefined),-3,-1,-7,-5,-2,2,-8
COc1cccc(S(=O)(=O)N[C@@H]2C=C[C@H](CC(=O)NC3Cc4ccccc4C3)O[C@H]2CO)c1,-4,-6,20,-5,4,-1,3
COCCN1C(=O)/C(=C2/C(=O)N(CC(=O)Nc3ccccc3Cl)c3ccccc32)SC1=S,-1,5,-2,1,-4,-1,-5
C[C@H](CO)N1C[C@H](C)[C@@H](CN(C)C(=O)Nc2cccc3ccccc23)OCCCC[C@H](C)Oc2ccc(NC(=O)Nc3ccc(C(F)(F)F)cc3)cc2C1=O,nt,-6,-8,-4,4,4,7
Cc1ccc(N/C=C/C(=O)c2ccccc2)cc1C,nt,-1,-34,nt,nt,nt,75*
COc1ccc(CC(=O)N(C)Cc2ccc(C(C)(C)C)cc2)cc1S(=O)(=O)N1CCOCC1,-9,6,8,3,nt,1,1
COC(=O)C[C@@H]1C[C@@H]2c3cc(NC(=O)NC4CCCCC4)ccc3O[C@@H]2[C@@H](CO)O1,10,2,1,-3,-5,1,-5
COc1ccc(OC2CCN(S(=O)(=O)c3cccc(F)c3)CC2)cc1,-6,33,1,0,4,0,1
Cc1cc(C(=O)Cn2nc(C(=O)O)c3ccccc3c2=O)c(C)n1-c1ccccc1,1,-35,-38,0,0,-1,-49
COc1cc(C(c2c(C)[nH][nH]c2=O)c2c(C)[nH][nH]c2=O)ccc1OC(C)C,nt,3,-7,1,78*,-2,6
O=C(CN1C(=O)NC2(CCCCC2)C1=O)Nc1ccc2c(c1)OCCCO2,?,2,-284,2,-107,-2,-26
CC1Cc2ccccc2N1C(=O)c1ccc(N2CCCCC2)c([N+](=O)[O-])c1 (centres undefined),-2,3,25,0,-11,-2,-2
C=CCNC(=O)c1sc(-c2ccccc2)nc1C,-7,-4,-54,0,-36,1,-8
C[C@H](CO)N1C[C@H](C)[C@H](CN(C)S(=O)(=O)c2ccccc2)Oc2ncc(C#Cc3cccc(F)c3)cc2C1=O,0,0,nt,-1,5,6,6
CN1[C@@H]2c3ccc(/C=C/c4ccccc4)c(=O)n3C[C@@H]2[C@@H](CO)[C@@H]1C(=O)N1CCCCC1,19,7,5,2,-6,-18,-1
CC(=O)NC[C@@H]1[C@@H](c2ccc(-c3cccnc3)cc2)[C@@H](CO)N1C(=O)C1CCC1,-11,7,-5,nt,-7,nt,1
CC(=O)N1CCOc2ccc(S(=O)(=O)NCc3ccccc3Cl)cc21,-3,-2,-7,4,nt,-2,3
CCCNC(=O)N1CC2(CCN(Cc3ccccn3)CC2)c2c(n(C)c3cc(OC)ccc23)[C@@H]1CO,-2,nt,nt,-2,-5,-2,-16

Ordered by SMILES length (rising): some entries from above.
compound,DENV2 CPE rescue,ARNT-TACC3 inh,PAX8 inh HTS,CASP6 VEID inh,EWS-Fli inh,SIRT5 inh,LGR2 antag
CC(=O)N1CCOc2ccc(S(=O)(=O)NCc3ccccc3Cl)cc21,-3,-2,-7,4,nt,-2,3
O=C(CSc1nnc(-c2ccccc2F)o1)Nc1ccc(N2CCOCC2)cc1,15,0,-23,-2,-24,15,-7
Cc1cc(C(=O)Cn2nc(C(=O)O)c3ccccc3c2=O)c(C)n1-c1ccccc1,1,-35,-38,0,0,-1,-49

(next part)
compound,DENV2 CPE rescue,ARNT-TACC3 inh,PAX8 inh HTS,CASP6 VEID inh,EWS-Fli inh,SIRT5 inh,LGR2 antag
COc1ccccc1CNC(=O)COC(=O)/C=C/c1ccc2c(c1)OCO2,-7,3,-13,1,-7,-1,-12
O=C(O)CC(NC(=O)Cc1ccccc1)c1ccccc1 (centres undefined),-2,-6,-1,3,13,-1,nt
CC1(c2ccccc2Cl)NC(=O)N(CC(=O)N2CCN(S(=O)(=O)c3ccccc3)CC2)C1=O (centres undefined),-7,-6,-6,10,-5,0,-2
CCOC(=O)C1CCN(S(=O)(=O)c2ccccc2)CC1,-3,-2,2,-1,-1,0,7
O=C(COC(=O)C12CC3CC(CC(O)(C3)C1)C2)NCCc1ccc(Cl)cc1,-1,nt,-4,1,-16,-6,-13
CO[C@@H](CN(C)S(=O)(=O)c1ccc(F)cc1)[C@H](C)CN(Cc1ccccc1Cl)[C@H](C)CO,13,2,nt,-2,11,-1,10
O=C(C[C@H]1CC[C@H]2[C@@H](COC[C@H](O)CN2Cc2cc(F)ccc2F)O1)NCc1ccc(F)cc1,-1,12,0,0,-35,1,13
C=CCn1c(Cc2ccccc2)n[nH]c1=S,4,-1,-15,-7,3,-1,-2
O=C(CN1CCN(Cc2ccc(F)cc2)CC1)Nc1nc2ccccc2s1,0,-16,25,-3,8,-6,-5
CC(C)N1CC(COc2ccccc2Cl)OC1=O (centres undefined),5,-2,0,-1,-10,-3,-11
COCCn1cnc2c1c(=O)n(Cc1cc(C(C)=O)ccc1OC)c(=O)n2Cc1ccccc1,11,7,29,0,1,-4,-4
O=C([C@H]1[C@H](CO)[C@H]2Cn3c(cccc3=O)[C@@H]1N2Cc1cccc(Cl)c1)N1CCCCC1,34*,2,25,1,2,-2,11
COCCN(Cc1ccccc1)C(=O)c1cccc(S(=O)(=O)N2CCCc3ccccc32)c1,2,0,22,0,7,-3,3
C#CCNC(=O)C[C@@H]1C[C@@]2(C(=O)OC)CCCCC=C2N(Cc2ccco2)C1=O,2,nt,-16,-1,-2,-4,0
COc1ccc(Oc2coc3cc(OC(=O)/C=C/c4ccc(F)cc4)ccc3c2=O)cc1,-28,nt,-7,-1,22,-2,-5
COc1ccc(OC)c(NC(=O)C2=C(C)NC(=O)NC2c2cccs2)c1 (centres undefined),20,-13,2,1,12,2,-9
Cc1cc(C)c2c(=O)n(CC(=O)Nc3cccc(F)c3)sc2n1,6,0,18,3,16,0,1
COc1ccc(-c2ccccc2[C@@H]2[C@H](C#N)N(C(=O)C3CC3)[C@H]2CO)cc1,45*,nt,-12,-1,4,3,0
COC(=O)C1(C)NC(c2ccc(C)cc2)C2C(=O)N(c3ccc(F)cc3)C(=O)C21 (centres undefined),-1,-3,8,0,-3,-4,4
CCOc1ccccc1C(=O)N/N=C/c1ccoc1,6,nt,25,2,nt,-1,3

Molecules shown so far with a COOH group, in the order listed:
compound,DENV2 CPE rescue,ARNT-TACC3 inh,PAX8 inh HTS,CASP6 VEID inh,EWS-Fli inh,SIRT5 inh,LGR2 antag
Cc1cc(C(=O)Cn2nc(C(=O)O)c3ccccc3c2=O)c(C)n1-c1ccccc1,1,-35,-38,0,0,-1,-49
O=C(O)CC(NC(=O)Cc1ccccc1)c1ccccc1 (centres undefined),-2,-6,-1,3,13,-1,nt

More structures.
compound,DENV2 CPE rescue,ARNT-TACC3 inh,PAX8 inh HTS,CASP6 VEID inh,EWS-Fli inh,SIRT5 inh,LGR2 antag
Cc1nnc2n1N=C(c1ccccc1)CS2,0,-10,4,0,-4,-1,3
C[C@@H]1CCCCO[C@H](CN(C)Cc2ccc(C(F)(F)F)cc2)[C@@H](C)CN([C@H](C)CO)C(=O)c2cc(NS(=O)(=O)c3ccc(F)cc3)ccc2O1,-15,9,-3,0,-9,2,1
C[C@@H]1CN([C@@H](C)CO)C(=O)c2cccc(NC(=O)C3CCCCC3)c2O[C@H]1CN(C)S(=O)(=O)c1ccc(F)cc1,-8,2,nt,3,3,-8,18
C=CCC[C@@H](Cc1ccc(F)cc1)C(=O)OC[C@@H](NC(=O)[C@H](CC=C)CC(=O)NCCO)C(C)(C)C,-2,-4,-1,5,-3,nt,-16
C[C@@H]1CN([C@@H](C)CO)C(=O)Cc2cc(NC(=O)Cn3cnnn3)ccc2O[C@@H]1CN(C)Cc1ccccc1,-5,-4,-5,-2,1,1,5
Cc1ccccc1OCc1nc(C#N)c(N2CCCC2)o1,nt,5,-16,1,-10,-6,2
NS(=O)(=O)c1ccc(CNC(=O)/C=C/c2cccc(Cl)c2)cc1,nt,-9,7,nt,nt,nt,5
O=c1[nH]c(C2CCN(S(=O)(=O)c3ccc4c(c3)OCCO4)CC2)nc2c1nnn2Cc1cccc(F)c1,-3,-1,10,3,8,-2,3
Cc1ccc(NC(=O)N2CCc3ccccc3C2)c(C)c1,-12,-4,-54,7,nt,-7,-46
O=C(COC(=O)c1c[nH]c2ccccc12)NCc1ccccc1,?,nt,4,0,-3,nt,23
Cc1ccc(S(=O)(=O)N(C)C[C@@H]2Oc3ccc(NS(C)(=O)=O)cc3CC(=O)N([C@H](C)CO)C[C@H]2C)cc1,-3,6,-6,-2,-5,-2,13
C[C@H](CO)N1C[C@H](C)[C@@H](CN(C)S(C)(=O)=O)Oc2c(NC(=O)c3nc4ccccc4s3)cccc2C1=O,8,-3,nt,-1,-4,-5,9
CCn1ncc(C2=NOC(C(=O)Nc3c(C)n(C)n(-c4ccccc4)c3=O)C2)c1C (centres undefined),8,nt,6,-1,0,nt,-2
O=C(NCCOc1ccccc1Cl)c1ccc2c(c1)S(=O)(=O)c1cc(Cl)ccc1C2=O,-8,-5,-10,3,1,nt,-12
COCCn1c(=O)[nH]c2cc(C(=O)Nc3cc(OC)c(OC)c(OC)c3)ccc2c1=O,1,4,-4,1,-5,4,10
CC(C)(C)c1ccc(-c2nc3[nH]c(=O)cc(NC(=O)c4ccco4)n3n2)cc1,0,-4,-55,-1,nt,-7,8
COCCN(C(=O)c1cc(OC)c(OC)c(OC)c1)c1c(N)n(Cc2ccccc2)c(=O)[nH]c1=O,2,-21,-1,0,8,-3,16
Cc1cc(C)n2nc(CNS(=O)(=O)c3ccc(F)cc3)nc2n1,3,-2,7,-2,-1,-3,5
Cc1cc(C)c(NC(=O)c2ccc[n+](Cc3ccc([N+](=O)[O-])cc3)c2)c(C)c1,nt,4,9,nt,nt,nt,29
CCn1c(CCCOc2ccc(Cl)cc2Cl)nnc1SCC(=O)Nc1cc(F)ccc1C,-2,-9,8,4,0,-3,-2

Whole records as entered above.
COc1ccc(OC2CCN(S(=O)(=O)c3cccc(F)c3)CC2)cc1 in the list: DENV2 CPE rescue: -6; ARNT-TACC3 inh: 33; PAX8 inh HTS: 1; CASP6 VEID inh: 0; EWS-Fli inh: 4; SIRT5 inh: 0; LGR2 antag: 1
CC(=O)NC[C@@H]1[C@@H](c2ccc(-c3cccnc3)cc2)[C@@H](CO)N1C(=O)C1CCC1 in the list: DENV2 CPE rescue: -11; ARNT-TACC3 inh: 7; PAX8 inh HTS: -5; CASP6 VEID inh: nt; EWS-Fli inh: -7; SIRT5 inh: nt; LGR2 antag: 1
CCn1ncc(C2=NOC(C(=O)Nc3c(C)n(C)n(-c4ccccc4)c3=O)C2)c1C (centres undefined) in the list: DENV2 CPE rescue: 8; ARNT-TACC3 inh: nt; PAX8 inh HTS: 6; CASP6 VEID inh: -1; EWS-Fli inh: 0; SIRT5 inh: nt; LGR2 antag: -2

High-throughput results deposited in PubChem BioAssay by Broad Institute.
